# SENP8 block-1 – SENP8 protease inhibitors, primary screen, biochemical, luminescence | AID 2540, 2010 | inhibition, % at 10 µM | 1.2% of 330,000 active | purified SENP8, Z-RLRGG-aminoluciferin cleavage | Sentrin-specific protease 8 (Homo sapiens), Q96LD8; in the data active = inhibition above about 50%
# Target sequence (Q96LD8 whole entry, looked up): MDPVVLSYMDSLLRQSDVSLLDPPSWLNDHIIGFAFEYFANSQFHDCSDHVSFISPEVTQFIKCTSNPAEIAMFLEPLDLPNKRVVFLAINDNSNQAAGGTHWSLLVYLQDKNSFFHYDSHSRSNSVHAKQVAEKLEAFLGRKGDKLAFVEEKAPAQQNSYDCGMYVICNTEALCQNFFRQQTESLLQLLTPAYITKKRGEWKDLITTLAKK
# Apaf1 inhib – inhibitors of human Apaf-1 apoptosome, primary screen, biochemical, DEVD-Rh110 fluorescence, uHTS | 0.71% of 330,000 active | reconstituted apoptosome caspase-3 activity | AID 489030, 2010 | inhibition, % at 20 µM | Apoptotic protease-activating factor 1 (Homo sapiens), O14727; active = inhibition of at least 40% at 20 µM;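 also: plate controls were DMSO wells for no effect and DEVD-CHO caspase inhibitor wells for full effect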
#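 Assay system: Apoptosome proteins | Medium: pH 7.5 Hepes buffer with CHAPS, BSA, DTT | Also added: Cytochrome c and DEVD-Rh110 substrate | Times: 30 min plus 50 min, RT | Detection: Rhodamine 110 fluorescence at Ex 480/Em 540 nm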
# PfG6PD inh – PfG6PD enzyme inhibitors, primary screen, biochemical, fluorescence intensity, uHTS | glucose-6-phosphate dehydrogenase-6-phosphogluconolactonase (Plasmodium falciparum 3D7) | PfGluPho enzyme, NADPH resazurin-diaphorase fluorescence | inhibition, % at 20 µM | 0.78% of 350,000 active;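 active = inhibition reaching at least a set limit at 20 µM in the primary screen, cut at about 59% in these data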;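 also: 0% = DMSO wells with substrate and 100% = DMSO wells lacking glucose-6-phosphate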
# SENP1 inh – human SENP1 catalytic domain inhibitors, primary screen, biochemical, FRET, uHTS | Sentrin-specific protease 1 (Homo sapiens), Q9P0U3 | recombinant SENP1 catalytic domain, CyPet-SUMO1-YPet FRET cleavage | inhibition, % at 10 µM | 0.21% of 360,000 active;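 active = inhibition at least 30% at 10 µM, raw YFP signal under a set limit, fluorescence ratio 0.5 to 1.5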;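 also: 0% = enzyme with DMSO and 100% = no enzyme wells; some results filed as inactive read as strong as hits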
# Target sequence (Q9P0U3 419-644 limits assumed): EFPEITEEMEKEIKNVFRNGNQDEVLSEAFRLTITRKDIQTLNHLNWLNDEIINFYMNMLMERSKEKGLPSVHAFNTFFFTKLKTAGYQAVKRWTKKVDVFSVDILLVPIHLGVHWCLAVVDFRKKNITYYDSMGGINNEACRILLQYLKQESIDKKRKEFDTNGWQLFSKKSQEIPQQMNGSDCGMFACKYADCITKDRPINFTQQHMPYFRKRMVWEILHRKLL
#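 Compound: 10 µM single point, 0.5% DMSO; Test system: hSENP1 catalytic domain, recombinant; Timing: 50 min reaction at room temperature; Technique: FRET, CFP and YFP emission; Control set: no-enzyme wells low, DMSO-plus-enzyme wells high control.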
# HKDC1 inh – HKDC1 hexokinase inhibitors, primary screen, biochemical, fluorescence, uHTS; 0.16% of 340,000 active; Q2TB90; recombinant HKDC1, G6PDH/diaphorase resazurin coupled fluorescence; inhibition, % at 20 µM; AID 493160, 2011;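 active = inhibition above about 35% when tested at 20 µM, limit read from the data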;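 also: plate controls were DMSO wells with enzyme for no effect and DMSO wells lacking enzyme for full effect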
#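 test system = in-house recombinant HK5 (HKDC1) enzyme | amount = HKDC1 at 5 µg/mL | control set = DMSO-enzyme wells negative, buffer-substituted wells positive | compound = one dose of 20 µM, 1% DMSO | schedule = reaction time 90 min, room temperature, protected from light | technique = resorufin fluorescence at 613 nm | reagent = glucose with 1 mM ATP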
# SENP7 block – SENP7 protease inhibitors, primary screen, biochemical, luminescence, uHTS | Sentrin-specific protease 7 (Homo sapiens), Q9BQF6 | recombinant SENP7, Z-RLRGG-aminoluciferin luminescence, 40 min | 1.5% of 330,000 active | inhibition, % at 5 µM;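 active = inhibition above about 50% at the single test dose, limit read from the data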;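 also: plate controls were DMSO with enzyme for no effect and no enzyme buffer wells for full effect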
# Target sequence (Q9BQF6 706-1050 limits assumed): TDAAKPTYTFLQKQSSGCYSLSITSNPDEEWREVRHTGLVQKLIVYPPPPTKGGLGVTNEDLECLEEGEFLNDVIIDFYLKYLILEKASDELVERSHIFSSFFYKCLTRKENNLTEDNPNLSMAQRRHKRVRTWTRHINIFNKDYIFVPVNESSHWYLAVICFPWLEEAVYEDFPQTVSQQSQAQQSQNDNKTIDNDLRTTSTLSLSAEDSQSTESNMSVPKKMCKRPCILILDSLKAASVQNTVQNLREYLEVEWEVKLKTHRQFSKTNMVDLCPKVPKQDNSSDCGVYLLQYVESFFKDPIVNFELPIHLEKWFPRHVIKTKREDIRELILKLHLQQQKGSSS
# SENP6 block – SENP6 protease inhibitors, primary screen, biochemical, luminescence, uHTS; Sentrin-specific protease 6 (Homo sapiens), Q9GZR1; Recombinant SENP6 catalytic domain, aminoluciferin luminescence; inhibition, % at 10 µM; 1.8% of 330,000 active; AID 2599, 2010;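 active = inhibition above about 50% at the single tested dose, limit read from the data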;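 also: plate controls were DMSO wells with enzyme for no effect and DMSO wells lacking enzyme for full effect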
# SENP8 block-2 – human SENP8 protease inhibitors, primary screen, biochemical, fluorescence, Nedd8 protein substrate, uHTS. Sentrin-specific protease 8 (Homo sapiens), Q96LD8. recombinant SENP8. inhibition, % at 20 µM. 0.64% of 360,000 active. AID 602440, 2012; in the data active = inhibition mostly above about 40%, no sharp cut-off; inactive = mostly below about 27%
# * marks the source's active call; other numbers are inactive results; . = not tested or not shown.
# Values run as follows: Apaf1 inhib, SENP8 block-2, PfG6PD inh, SENP8 block-1, SENP6 block, SENP7 block, HKDC1 inh, SENP1 inh
> O=c1[nH]c(C2CCCN(S(=O)(=O)c3cccc(F)c3)C2)nc2c1nnn2Cc1ccccc1 (stereo not drawn)
  26, 8, -8, -5, -5, 10, 6, -1
> CCCCNC(=S)N(C)/N=C/c1ccc2c(c1)OCO2
  29, 2, 16, 0, -8, -13, -9, -1
> CCOC(=O)c1c(C)c(C(=O)Nc2ccc3c(c2)OCO3)c(C)n1C
  -9, -2, 6, -4, -9, 4, -3, -33
> COc1ccc(CCNC(=O)C2CC(=O)N(C3CCCCC3)C2)cc1OC (stereo not drawn)
  3, 5, -18, 1, 7, -2, 4, 1
> COCc1ccc(C(=O)N2CCCC(CCC(=O)NCc3ccccc3F)C2)o1 (stereo not drawn)
  -2, 8, -4, -4, 3, 7, -6, 3
> CSc1ccc(CNC(=O)C2CCC(=O)N(Cc3cccc(F)c3)C2)cc1 (stereo not drawn)
  -2, 9, -14, -7, -10, 11, -1, 0
> CCCCCCCC(O)CC(CC1CCCCC1)C(=O)NN (stereo not drawn)
  22, 12, -4, -4, -9, -5, 9, 2
> Cc1cc(SCC(=O)OCC(=O)N(C)C2CCS(=O)(=O)C2)c(C)cc1Br (stereo not drawn)
  8, 13, -10, -15, -23, -11, -4, 5
> O=c1c2ccccc2nc2n1C(CBr)CS2 (stereo not drawn)
  -13, 5, 4, -1, -9, 3, -6, 2
> O=C(/C=C/c1ccc(F)cc1)NC(=S)NNC(=O)c1cnccn1
  -5, 19, -11, -6, -7, 11, -31, 1
> COc1ccc(CCC(=O)NCCOc2ccc(Cl)cc2)cc1
  5, 1, 1, -6, 21, 5, -2, 1
> CCCCNC(=O)COC(=O)c1ccc(N(C)C)cc1
  -12, -3, -5, 5, 6, -4, 6, 3
> O=C(CN1CCN(c2ccccc2O)CC1)Nc1ccc([N+](=O)[O-])cc1Br
  0, 18, 11, 3, 6, 1, 5, 0
> O=C(Nc1ccc2nc(N3CCOCC3)sc2c1)c1ccc(F)cc1
  6, -31, 10, -4, 0, 1, 3, -3
> CC(=O)Nc1cnc(NC(=O)c2cccc(F)c2)cc1C
  -1, 1, -17, -11, 4, 7, -4, 0
> COc1ccccc1N=C1SCC(=O)N1c1ccccc1OC
  -2, 10, 37, -2, -3, 4, -12, 0
> Nc1[nH]ncc1-c1ccc(F)cc1
  4, 24, 4, -6, 0, -3, -3, 1
> CC/C(=C/c1sc2ccc(C)cc2[n+]1CCCS(=O)(=O)[O-])SC
  4, ., 23, -11, -11, -5, -12, .
> O=C(OCC(=O)N1CCN(Cc2ccccc2)CC1)c1cc(Cl)ccc1[N+](=O)[O-]
  2, 9, 3, -1, -23, 2, 4, -2
> C#CCOCCOCCOCCNc1nc(N2CCN(C(=O)[C@H]([C@@H](C)CC)n3cc([C@@H](N)CO)nn3)CC2)nc(N2CCN(C(=O)[C@H](Cc3ccc(O)cc3)n3cc([C@@H](N)CC(C)C)nn3)CC2)n1
  10, 15, 3, 5, -14, 7, 10, 2
> COc1ccccc1C/C(N)=N/OC(=O)/C=C/c1ccccc1
  -11, 6, 1, -2, 5, -2, -11, 1
> CC1CCCN(CC(=O)Nc2ccc(S(=O)(=O)NC3CCCCC3)cc2)C1 (stereo not drawn)
  0, 5, 13, -11, 4, -2, -1, 3
> Cc1csc2c(N3CCN(C(=O)Nc4ccc(Cl)c(Cl)c4)CC3)ncnc12
  20, 3, 42, -6, -12, -2, 1, -1
> CCC(C)[C@H](NC(=O)Nc1ccc(C(C)=O)cc1)C(=O)OC (stereo partly drawn)
  -8, 17, -15, 5, -3, 2, -5, 0
> Cc1cc(C)nc(NC2=NCC(=O)N2c2ccc(F)c(Cl)c2)n1
  -2, 20, -8, -4, 4, 7, -1, 1
> O=C1Nc2ccccc2C(O)(C(=O)N2CCCCC2)N1c1ccccc1 (stereo not drawn)
  -6, 9, -3, -4, -3, 6, -5, 3
> O=C(CNC(=O)c1ccc(F)cc1)NCc1ccccn1
  -1, -2, -3, -3, 12, 6, -8, -2
> COc1ccc(-c2noc(CN(Cc3nccn3C)C(C)C)n2)cc1
  -23, 13, -2, 5, -8, 0, -2, -2
> Cc1ccc(C(=O)OCC(=O)NCc2cccc(Cl)c2)cc1S(=O)(=O)N1CCCCC1
  21, 17, 10, 10, -3, -4, -2, 0
> CCOc1ccccc1NC(=O)c1cc(-c2ccccn2)nc2ccccc12
  53*, 9, -9, -16, -29, -2, -12, 1

# Single records (already shown). Order of screens: Apaf1 inhib | SENP8 block-2 | PfG6PD inh | SENP8 block-1 | SENP6 block | SENP7 block | HKDC1 inh | SENP1 inh
# Cc1csc2c(N3CCN(C(=O)Nc4ccc(Cl)c(Cl)c4)CC3)ncnc12 is entered as 20 | 3 | 42 | -6 | -12 | -2 | 1 | -1
# O=C1Nc2ccccc2C(O)(C(=O)N2CCCCC2)N1c1ccccc1 (stereo not drawn) is entered as -6 | 9 | -3 | -4 | -3 | 6 | -5 | 3
# CC1CCCN(CC(=O)Nc2ccc(S(=O)(=O)NC3CCCCC3)cc2)C1 (stereo not drawn) is entered as 0 | 5 | 13 | -11 | 4 | -2 | -1 | 3

# New compounds follow.
# Values run as follows: Apaf1 inhib, SENP8 block-2, PfG6PD inh, SENP8 block-1, SENP6 block, SENP7 block, HKDC1 inh, SENP1 inh
> CCS(=O)(=O)c1nc(S(=O)(=O)c2ccc(Cl)cc2)c(NCc2ccco2)s1
  8, 9, 14, 0, -4, 2, -12, 1
> COC(=O)C1=C(N)OC2=C(C(=O)CC(C)(C)C2)C1c1ccoc1 (stereo not drawn)
  -5, 5, -3, 0, -12, 2, 4, -2
> Cc1cccc(NC(=O)COc2ccc(Br)cc2)n1
  2, 14, 1, -3, 6, 18, -6, 0
> c1ccc2[nH]c(CSc3nc4ccccc4o3)nc2c1
  -5, -31, 6, -15, -11, -8, -5, -27
> O=C(c1ccccc1F)N1CCC(N2CCCCCC2)CC1
  -2, 22, -17, 0, 12, 0, 4, -7
> Cc1cc(-c2ccc(/C=N/n3cnnc3)o2)ccc1Cl
  2, -102, 7, -7, 2, -1, 2, -12
> CCc1cccc(NC(=S)N(CCN(C)C)C(C)c2ccncc2)c1 (stereo not drawn)
  -13, 6, 0, 7, 12, 6, -2, -1
> O=C(CN1C(=O)NC2(CCCCC2)C1=O)N1CCN(S(=O)(=O)c2ccc(F)c(F)c2F)CC1
  2, -3, 6, 14, 2, 0, -9, 0
> CN(C)C(=O)CSc1nnc([C@H](Cc2ccccc2)NC(=O)OC(C)(C)C)o1
  1, 6, 4, 4, -6, 5, 0, 1
> C[C@@H]1NC(=O)c2cc([N+](=O)[O-])cc(I)c2OCC[C@@H](C(=O)NC(CC(=O)O)C(N)=O)NC(=O)[C@H](CCC(=O)O)NC1=O (stereo partly drawn)
  14, ., -14, -2, -5, 2, -1, .
> Clc1ccc(SCCn2ccnc2)cc1
  -2, 5, -2, 4, -38, 3, 0, 1
> Cc1c(C(=O)Nc2ccc(Oc3ccccc3)cc2)sc2nc3n(c(=O)c12)CCC3
  15, 15, -2, 4, -16, 2, 8, -3
> CC(=O)c1sc(NC(=O)COc2ccc(Br)cc2)nc1C
  -12, -7, 11, 7, 2, 1, -5, -6
> Cc1ccc(C(=O)COC(=O)COc2ccc(C)c(C)c2)cc1
  4, 2, 5, -15, -11, 0, -1, 3
> CCC(CO)Oc1cc(NCc2ccccc2O)c2ncn(C(C)C)c2c1 (stereo not drawn)
  24, -2, 8, -4, 2, -7, 14, -3
> Cc1cc(NC(=O)c2ccc3c(c2)C(=O)N(C(C)(C)C)C3=O)no1
  4, 26, -1, -6, -24, 1, -4, 4
> CC1(C)CC(=O)C(CC2C(=O)CC(C)(C)CC2=O)C(=O)C1
  -4, 20, -13, -1, -28, 4, 0, 1
> COc1ccc(C(=O)NCCS(=O)(=O)N2CCc3ccccc3C2)cc1
  -5, 6, -16, -1, 13, -13, -2, -2
> COc1cccc(Oc2nc3ncn(Cc4ccccc4)c3c(=O)n2C)c1
  5, 14, 2, -3, -20, -1, -4, -1
> CCSc1nnc(NC(=O)c2nc3nc(C)cc(C)n3n2)s1
  -23, -24, 12, 0, 15, 12, -1, 0
> COc1ccc(NC(=O)CN(C)C(=O)c2ccc3[nH]c4c(c3c2)CC(C)CC4)cc1 (stereo not drawn)
  23, 2, 30, -3, -23, -2, 1, -8
> O=C(CCC1CCCCC1)Nc1ccccc1C(=O)N1CCOCC1
  6, 15, 3, 0, -3, -12, -1, 0
> COc1ccc(CCNC(=O)c2coc(=O)c(Br)c2)cc1
  10, ., 2, -7, -24, -7, -3, .
> C#CCOCCOCCOCCNc1nc(N2CCN(C(=O)Cn3cc(CCCCN)nn3)CC2)nc(N2CCN(C(=O)[C@H](CCCCN)n3cc(CCC(=O)O)nn3)CC2)n1
  2, 19, -6, -2, -4, 3, -5, 0
> Cc1ccc(C(=O)NNC(=O)Cn2ccc(C(F)(F)F)n2)o1
  1, 11, -18, -5, 1, -1, -2, 1
> O=C(OCC(=O)N1CCN(C(=O)c2ccco2)CC1)c1cn(-c2ccccc2)nc1-c1ccccc1
  16, 26, -2, 2, -8, 2, -2, 3
> CCn1c(=O)n(CC(=O)NCC2CCCO2)c(=O)c2c3c(sc21)COC(C)(C)C3 (stereo not drawn)
  -8, 1, 5, -5, 5, 1, -6, 0
> C=CCn1c(CCCOc2ccc(Cl)cc2Cl)n[nH]c1=S
  23, 6, 0, 1, -6, 1, -6, 3
> Cc1cccc(NC(=S)Nc2cccc(C(F)(F)F)c2)n1
  1, 14, 4, -1, -2, -1, 5, 2
> O=C(Nc1ccc2c(c1)OCCO2)C1CCCN1C(=O)Nc1ccccc1 (stereo not drawn)
  -3, 11, -3, -5, 3, 1, -5, -1
> Cn1c(=O)c2c(nc3n2CC(COc2ccc(Cl)cc2)O3)n(C)c1=O (stereo not drawn)
  -8, 6, 9, -5, 6, -1, 0, 1
> CCCCC(=O)Nc1cccc(NC(=S)NC(=O)C(C)C)c1
  -3, 15, 22, -1, 0, -2, -9, -1
> Cn1c(Sc2ccccc2Cl)c(C=O)c2ccccc21
  7, 27, -14, 10, 7, 5, 2, 1
> Cc1c(C)c2c(OCC(=O)N[C@@H](Cc3ccccc3)C(=O)O)cc3c(c2oc1=O)CCC(C)(C)O3
  3, -164, 16, 0, -4, -2, 25, 0
> Cc1nc([N+](=O)[O-])c(C(=O)OCc2cccc(Br)c2)n1C
  -6, 5, 5, -7, 11, -5, 2, 0
> O=C(NCCCNC(=O)c1cnccn1)c1cccc(F)c1
  -2, 0, -5, -2, -21, -3, -6, 2
> CC(=O)NC(Cc1ccccc1C)C(=O)NC1CCN(C(=O)c2ccc(C)cc2)CC1 (stereo not drawn)
  -4, 7, 2, 3, 6, 5, -8, 0
> Cc1cc(C(=O)COc2ccc(Br)cc2F)c(C)n1C1CC1
  12, 24, 15, -9, -9, 1, 4, 0
> CCOC(=O)C1(CCOc2ccccc2)CCN(Cc2ccc(C)o2)CC1
  -6, 4, 18, -1, -5, 0, -10, 1
